EPAC2 antagonist: EPAC2 (human) antagonism | 0.18% of 360,000 active | EPAC2 GEF exchange of Rap1B-BODIPY-GDP, fluorescence | Potency, µM (series often up to 114 µM), for the others: at the highest dose activity, negative = inhibition, usual class: inhibitors | AID 720708; note: % is set by controls: 0 for no effect and ±100 for the full control effect; nearly all actives have a fitted effect of over 45% in size; many of its hits are not listed in these tables
EPAC1 antagonist: EPAC1 (human) antagonism; Potency, µM (highest dose often 115 µM), inactives show top-dose activity change, negative = inhibition, most hits filed as inhibitors; 0.14% of 360,000 active; EPAC1 GEF assay, Rap1b-BODIPY-GDP exchange fluorescence;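 note: plate controls were vehicle for no effect and positive control for full effect; nearly all actives have a fitted effect of over 50% in size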
Target sequence (O95398 whole entry, looked up): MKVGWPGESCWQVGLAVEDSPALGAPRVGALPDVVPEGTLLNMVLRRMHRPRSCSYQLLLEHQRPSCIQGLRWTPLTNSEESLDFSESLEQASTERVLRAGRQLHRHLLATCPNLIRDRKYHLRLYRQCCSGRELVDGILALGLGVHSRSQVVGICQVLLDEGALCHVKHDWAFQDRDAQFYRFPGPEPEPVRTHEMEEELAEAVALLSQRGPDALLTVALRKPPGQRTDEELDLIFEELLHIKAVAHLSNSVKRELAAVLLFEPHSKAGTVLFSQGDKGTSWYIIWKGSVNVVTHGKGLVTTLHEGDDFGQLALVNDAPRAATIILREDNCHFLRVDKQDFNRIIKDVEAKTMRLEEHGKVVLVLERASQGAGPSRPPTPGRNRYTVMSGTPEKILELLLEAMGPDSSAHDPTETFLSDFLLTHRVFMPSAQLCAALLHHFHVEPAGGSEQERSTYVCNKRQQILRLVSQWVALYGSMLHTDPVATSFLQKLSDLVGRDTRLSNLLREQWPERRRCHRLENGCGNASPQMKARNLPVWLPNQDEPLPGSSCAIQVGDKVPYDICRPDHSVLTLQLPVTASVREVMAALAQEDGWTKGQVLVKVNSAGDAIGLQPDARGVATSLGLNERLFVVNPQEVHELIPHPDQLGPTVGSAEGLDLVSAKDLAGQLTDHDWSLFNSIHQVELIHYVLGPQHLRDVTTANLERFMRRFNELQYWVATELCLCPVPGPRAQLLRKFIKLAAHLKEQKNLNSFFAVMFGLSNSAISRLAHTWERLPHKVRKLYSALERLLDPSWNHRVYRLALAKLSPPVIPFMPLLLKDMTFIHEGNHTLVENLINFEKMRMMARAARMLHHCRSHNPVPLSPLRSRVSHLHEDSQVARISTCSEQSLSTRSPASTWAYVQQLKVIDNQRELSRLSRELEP
aSyn rescue: inhibitors of alpha-synuclein toxicity in yeast; Yeast expressing alpha-synuclein, growth rescue, BacTiter-Glo, 24 h; Potency, µM (titrated, usually from 46.1 µM), without a hit: top-dose growth rescue (activation), actives largely listed as activators; 0.14% of 370,000 active; AID 652106; note: % of control where 0% means no effect; nearly all actives have a fitted effect of over 65% in size
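Galactose-induced alpha-syn yeast (OD600=0.02, raffinose-pregrown) + pinned cpd, 24 hr, 30 deg C; growth by BacTiter-Glo luminescence. Growth restoration scores as activation.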
PTHR1 agonist: PTHR1 (human) receptor agonism. HEK293 GP2 PTHR1 cells, GloSensor cAMP luminescence, 1 h. Potency, µM (series often up to 115 µM), for inactives: at the highest dose activation, actives largely listed as activators. Q03431. AID 743266. 0.075% of 410,000 active; note: nearly all actives have a fitted effect of over 55% in size; some results filed as inactive show a strong effect at the top dose; inactives centre near -15; many of its hits are not listed in these tables
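HEK-293-derived GP2 cells expressing PTHR1 and a GloSensor cAMP reporter, 3,000/well, plated overnight, given luciferin plus IBMX (each 0.5 mM as added) for 1 h at 37 °C, then compound for 1 h at 37 °C. Luminescence was read after 15 min at room temperature.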
TDP43 rescue: rescues yeast growth from TDP-43 toxicity. AID 652104. TDP-43 expressing yeast growth rescue, BacTiter-Glo, 24 h. 1.8% of 410,000 active. Potency, µM (series often up to 46.1 µM), without a hit: at the highest dose growth rescue (activation), most hits filed as activators; note: % of control where 0% means no effect; nearly all actives have a fitted effect of over 50% in size
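Readout is BacTiter-Glo luminescence of cell growth, so inhibitors register as activators. TDP-43-expressing yeast at OD600=0.02 in galactose medium, after raffinose pregrowth to mid-log, were incubated with compound for 24 hr at 30 deg C.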
FUS yeast rescue: suppressors of FUS proteinopathy in yeast. S. cerevisiae FUS-expressing, growth rescue, OD600, 24 h. Potency, µM (series often up to 76.6 µM), inactives show at the top dose growth rescue (activation), most hits filed as activators. 0.24% of 390,000 active;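 note: plate controls were DMSO vehicle for no effect and reference control for full effect; nearly all actives have a fitted effect of over 55% in size; some results filed as inactive show a strong effect at the top dose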
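FUS-expressing yeast, raffinose-pregrown, induced in 2% galactose minimal medium at OD 0.005; compounds in a dilution series, 24hr at 30C. Growth restoration read as absorbance at 600 nm. CP55940 positive control, DMSO negative.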
EPAC2 ag: activates human EPAC2 exchange factor; Q8WZA2; EPAC2 activation, biochemical qHTS; response scale: 100% = 6.5 mM cAMP response; Potency, µM (titrated, usually from 154 µM), inactives show at the highest dose activation, most hits filed as activators; 0.079% of 360,000 active; AID 720711; note: nearly all actives have a fitted effect of over 50% in size
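Compounds were added across a concentration range to EPAC2 (100 nM), RAP1B-BODIPY-GDP (250 nM) and GDP (50 uM). After 5 min at room temperature, fluorescence was recorded at 5-min intervals for 30 min.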
EPAC1 agonist: activates human EPAC1 exchange factor; O95398; EPAC1 agonist qHTS, biochemical assay; response scale: 100% = response to 6.5 mM cAMP; Potency, µM (titrated, usually from 154 µM), for inactives: top-dose activation, hits mostly activators; 0.073% of 360,000 active; AID 720707; note: nearly all actives have a fitted effect of over 60% in size
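Nucleotide exchange by EPAC1 (100 nM) on Rap1B–BODIPY-GDP (250 nM) in the presence of 50 uM GDP is tracked fluorescently at 480/540 nm over 30 min. Signals are normalized to a 6.5 mM cAMP control.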
Starred values were filed as active, the others as inactive; i = inactive; u = inconclusive; x = no result given; & = joins results of further samples; [ ] = another dose, or the depositor's remark. Calls come from the whole dose curve; as a rule, active = well fitted curve in the direction sought with a large enough effect; inconclusive = small, poorly fitted or top-dose-only effect, or another doubt; inactive = no such curve, though single readings can be large; an effect the other way counts as inactive or inconclusive. Potency is the fitted concentration of half-maximal effect. An excerpt; the hit share may differ from the screen's.

SMILES	EPAC2 antagonist	EPAC1 antagonist	aSyn rescue	PTHR1 agonist	TDP43 rescue	FUS yeast rescue	EPAC2 ag	EPAC1 agonist
C/C(=N\NC(=O)c1nnn(-c2nonc2N)c1-c1cccs1)c1ccc(O)cc1	9%	-19%	-5%	i	-6%	-1%	3%	-7%
CC(=O)Nc1ccc(S(=O)(=O)Oc2ccc(/C=N/NC(=O)c3ccc(Cl)cc3)cc2)cc1	-6%	-5%	-1%	-36%[inhibitor]	2%	20%	17%	4%
O=C(Nc1nc2ccccc2n1CCN1CCOCC1)c1ccc(Cn2cc([N+](=O)[O-])cn2)o1	3%	0%	0%	-64%[inhibitor]	-11%	9%	7%	0%
COc1cccc(C2/C(=C(/O)c3ccc(F)cc3)C(=O)C(=O)N2CCN(C)C)c1 (configuration not stated)	-1%	6%	-8%	i	3%	-6%	9%	9%
COC(=O)Cn1c(=O)c(C(=O)CCl)c(N)n(Cc2ccccc2)c1=O	-5%	7%	1%	-14%	5%	13%	-1%	-8%
CCOc1ccc(CC(C(N)=O)C(N)=O)cc1CN(C)C	-18%	-16%	-1%	-1%	-8%	-4%	-7%	1%
C=CCn1c(COc2ccccc2)nnc1SCc1ccc(C#N)cc1	-1%	-2%	12%	-11%	4%	6%	-1%	-11%
Cc1c(-c2ccccc2)nc2ccccc2c1C(=O)Oc1ccc([N+](=O)[O-])cc1	-1%	-12%	3%	i	8%	7%	8%	4%
O=C(CC(C(=O)O)P(=O)(c1ccccc1)c1ccccc1)c1ccc(Br)cc1 (configuration not stated)	-3%	u	3%	i	-3%	3%	-4%	12%
Cc1cc(Cl)ccc1C1=CC(=O)C[C@H](c2ccc(F)cc2)C1	-19%	-13%	-10%	i	14µM*	-8%	5%	-2%
O=c1[nH]c(C2CCN(S(=O)(=O)c3ccc(C(F)(F)F)cc3)CC2)nc2c1nnn2Cc1cccc(F)c1	-15%	-19%	0%	i	-13%	u	-2%	-7%
Clc1ccc(-c2nnc(N3CCOCC3)o2)cc1	0%	-13%	27%	i	-3%	16%	8%	3%

Some of these compounds in order of heavy-atom count, rising:
SMILES	EPAC2 antagonist	EPAC1 antagonist	aSyn rescue	PTHR1 agonist	TDP43 rescue	FUS yeast rescue	EPAC2 ag	EPAC1 agonist
Clc1ccc(-c2nnc(N3CCOCC3)o2)cc1	0%	-13%	27%	i	-3%	16%	8%	3%
COC(=O)Cn1c(=O)c(C(=O)CCl)c(N)n(Cc2ccccc2)c1=O	-5%	7%	1%	-14%	5%	13%	-1%	-8%
C=CCn1c(COc2ccccc2)nnc1SCc1ccc(C#N)cc1	-1%	-2%	12%	-11%	4%	6%	-1%	-11%
O=C(CC(C(=O)O)P(=O)(c1ccccc1)c1ccccc1)c1ccc(Br)cc1 (configuration not stated)	-3%	u	3%	i	-3%	3%	-4%	12%
C/C(=N\NC(=O)c1nnn(-c2nonc2N)c1-c1cccs1)c1ccc(O)cc1	9%	-19%	-5%	i	-6%	-1%	3%	-7%
O=C(Nc1nc2ccccc2n1CCN1CCOCC1)c1ccc(Cn2cc([N+](=O)[O-])cn2)o1	3%	0%	0%	-64%[inhibitor]	-11%	9%	7%	0%

(next part)
SMILES	EPAC2 antagonist	EPAC1 antagonist	aSyn rescue	PTHR1 agonist	TDP43 rescue	FUS yeast rescue	EPAC2 ag	EPAC1 agonist
O=C(Nc1ccc(Cl)cc1)c1ccc2ncsc2c1	-4%	8%	-19%	-93%[inhibitor]	-7%	-31%	-13%	-3%
COC(=O)CN(c1ccccc1F)S(=O)(=O)c1ccc(C)cc1	-9%	-24%	-7%	-17%	7%	9%	16%	3%
COC(=O)Cc1csc(N)n1	7%&-6%	3%&1%	-6%&-5%	i	0%&8%	10%&28%	-2%&11%	-4%&10%
Cc1nnc(Sc2nc3c(c(=O)n(C)c(=O)n3C)n2Cc2ccc(Cl)cc2)s1	6%	-4%	-1%	i	9%	3%	-9%	3%
COc1cc(/C=N/NC(=O)CNS(=O)(=O)c2ccc(C)cc2)cc(OC)c1OC	6%	-1%	5%	i	12%	7%	0%	1%
Cc1cc(C(=O)NC2CC(C)(C)Cc3c2cnn3-c2ccccc2)n[nH]1 (configuration not stated)	0%	3%	0%	-2%	21%	18%	7%	-1%
Cc1ccc(S(=O)(=O)Cc2ccc(C(=O)NCCc3ccccc3)o2)cc1	-8%	2%	0%	i	-6%	43%	8%	-4%
CC1(C)Nc2ccccc2C(=O)N1c1ccc(Br)cc1	5%	5%	-1%	-37%[inhibitor]	u	19%	0%	11%
COc1cc(CCN(C(=O)c2cc3ccccc3[nH]2)C(c2ccccn2)c2nc3ccccc3[nH]2)cc(OC)c1 (configuration not stated)	-14%	-7%	0%	-15%	-16%	u	8%	13%
CC(n1cnnn1)C12CC3CC(CC(C3)C1)C2 (configuration not stated)	-13%	-13%	14%	i	u	-17%	4%	-1%
COc1nc(OC)nc(Oc2ccc([N+](=O)[O-])cc2Cl)n1	13%	4%	-13%	i	10%	-9%	-4%	-6%
Cc1ccc(NC(=O)C(=O)NCc2ccc(/C=C(/C#N)C(=O)NCc3cccnc3)o2)cc1	0%	-2%	3%	-18%	-14%	19%	-7%	2%
COc1ccc(S(=O)(=O)N(C)CC(=O)NCC2CCCO2)cc1OC (configuration not stated)	8%	21%	-1%	i	-12%	7%	8%	1%
O=C1CCC(C(=O)N2CCCO2)CN1Cc1cccc(C(F)(F)F)c1 (configuration not stated)	-12%	-1%	-2%	i	-1%	x	5%	-1%
CC(C)(C)[C@@H]1C=C(C(N)=O)O[C@H](OCCCCO)C1	-1%	-12%	2%	-23%	-1%	-9%	1%	-5%
COc1cccc(Nc2nc(-c3ccc(O)cc3)cs2)c1	2%	2%	-27%	i	u	49%	21%	9%
Cn1c(=O)[nH]c(=O)c2c1nc(SCC(O)CCl)n2Cc1ccccc1 (configuration not stated)	u	-3%	2%	-4%	9%	-23%	8%	6%
CSc1ccccc1OCc1cc(C(=O)NCCCc2ccccc2)no1	8%	-18%	4%	-21%	19%	x	23%	14%
COc1ccc2cc(C(c3nnnn3CCc3ccccc3)N3CCC(O)CC3)c(=O)[nH]c2c1 (configuration not stated)	-3%	-11%	0%	i	6%	23%	-1%	0%
COc1ccccc1C1CC(c2ccccc2)=NN1C(=S)Nc1ccccc1 (configuration not stated)	1%	1%	5%	-8%	-7%	3%	9%	12%
CCN(CC)CC(=O)Nn1c(C)nc2c(ncn2-c2ccccc2)c1=O	7%	11%	0%	i	14%	1%	8%	0%
CN(C)S(=O)(=O)c1cccc(NC(=O)COC(=O)C2CCN(C(=O)c3ccc(F)cc3)CC2)c1	8%	8%	3%	-7%	0%	x	-2%	2%
CCOC(=O)C1=C(C)NC(C)=C(C(=O)OCC)C1C(=O)OCC(=O)NCc1ccco1	-3%	-3%	5%	i	-24%	10%	0%	-7%
CN(CC(=O)Nc1ccccc1C(F)(F)F)C(=O)c1ccc(-c2ccc(Cl)cc2)o1	-11%	-6%	1%	-1%	18%	32%	-8%	12%

Grouped by structure: the entries above containing a cyano group
SMILES	EPAC2 antagonist	EPAC1 antagonist	aSyn rescue	PTHR1 agonist	TDP43 rescue	FUS yeast rescue	EPAC2 ag	EPAC1 agonist
C=CCn1c(COc2ccccc2)nnc1SCc1ccc(C#N)cc1	-1%	-2%	12%	-11%	4%	6%	-1%	-11%
Cc1ccc(NC(=O)C(=O)NCc2ccc(/C=C(/C#N)C(=O)NCc3cccnc3)o2)cc1	0%	-2%	3%	-18%	-14%	19%	-7%	2%

The results go on.
SMILES	EPAC2 antagonist	EPAC1 antagonist	aSyn rescue	PTHR1 agonist	TDP43 rescue	FUS yeast rescue	EPAC2 ag	EPAC1 agonist
OCCN(Cc1ccccc1)Cc1ccccc1O	-5%	-21%	-5%	0%	-11%	-4%	2%	12%
CCN1C(=O)C2C(c3ccc(O)c(OC)c3)NC(C)(C(=O)OC)C2C1=O (configuration not stated)	-3%	-1%	-11%	-11%[57.5 µM]	20%	-2%	3%	5%
O=C(O)c1ccc(-n2c(-c3ccc(Br)cc3)n[nH]c2=S)cc1	2%	-15%	8%	i	8%	8%	3%	0%
CN(c1ccccc1)S(=O)(=O)c1cccc(NC(=O)c2ccc(=O)[nH]n2)c1	-7%	-22%	-6%	-32%[inhibitor]	15%	17%	-3%	6%
C(=N\N(Cc1ccccc1)c1ccccc1)/c1ccco1	1%	-16%	3%	i	-7%[0.397 µM]	19%	8%	11%
CCOC(=O)C1(C)CCN1C(=O)c1ccc(Cl)nc1 (configuration not stated)	0%	-1%	0%	-31%[inhibitor]	19%	-30%	-1%	11%
O=S(=O)(NCC1CC1)c1cccc(S(=O)(=O)N2CCCC2)c1	-5%	-20%	0%	-5%	1%	-31%	11%	3%
CCS(=O)(=O)NCC(c1ccco1)N1CCN(c2ccccc2F)CC1 (configuration not stated)	2%	7%	-3%	i	-18%	20%	-8%	9%
CS(=O)(=O)c1ccc(Cl)c(NC(=O)Cc2c(F)cccc2Cl)c1	6%	4%	-5%	i	-8%	-17%	0%	-4%
COc1ccc(CCNC(=O)CSc2nn3c(=O)c(C)nnc3s2)cc1OC	3%	u	-6%	u	1%	-5%	8%	-1%
COC(=O)C1=C(C(=O)OC)[C@@H]2Nc3ccccc3[C@@]23C[C@@H](C(=O)OC)N(C(=O)c2ccc(Br)cc2)C3=N1	-13%	-4%	6%	i	18%	35%	8%	8%
CNc1c(N=Cc2cccnc2)c(=O)n(C)c(=O)n1C	-1%	-17%	3%	-18%	16%	x	7%	-3%
Cc1ccc2c(c1)C(O)(CC(=O)/C=C/C=C/c1ccccc1)C(=O)N2 (configuration not stated)	-2%	7%	7%	-9%	9%	-8%	1%	-12%
C=CCOc1ccc2c(c1)C(=NO)c1cc(OCC=C)ccc1-2	-9%	-19%	-19%	-87%[inhibitor]	0%	-13%	7%	-14%
O=C(c1ccc(COc2ccccc2Cl)o1)N1CCCC1	6%	3%	-13%	i	24%	10%	-9%	2%

Rewritten bar-delimited: part of the list above.
SMILES | EPAC2 antagonist | EPAC1 antagonist | aSyn rescue | PTHR1 agonist | TDP43 rescue | FUS yeast rescue | EPAC2 ag | EPAC1 agonist
COC(=O)C1=C(C(=O)OC)[C@@H]2Nc3ccccc3[C@@]23C[C@@H](C(=O)OC)N(C(=O)c2ccc(Br)cc2)C3=N1 | -13% | -4% | 6% | i | 18% | 35% | 8% | 8%
CNc1c(N=Cc2cccnc2)c(=O)n(C)c(=O)n1C | -1% | -17% | 3% | -18% | 16% | x | 7% | -3%

Screening data from PubChem.
